# pCIP destab – p/CIP protein destabilization; Q05BA5; F442A p/CIP-EGFP cells, EGFP fluorescence, 16 h; decrease of EGFP signal, % at 10 µM; hit rate 0.01% among 290,000; AID 1984;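 active = EGFP signal decrease of at least 30% at 10 µM or well 3 SD below plate mean, unless failing retest; inactive = the rest, including hits failing retest or dose response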; note: some compounds called inactive have numbers as strong as hits; many of its hits are not listed in these tables
# PHOSPHO1 block – blocks human PHOSPHO1 phosphatase activity; hit rate 1.1% among 290,000; recombinant PHOSPHO1, absorbance phosphatase assay; inhibition, % at 13.3 µM; Q8TCT1; in the data active = inhibition above about 60%
# IDE cell activ – boosts human insulin-degrading enzyme activity in HEK cells. P14735. FAbeta-B cleavage, fluorescence polarization; 0% vehicle, 100% cell-free pure enzyme wells. activation, % at 5.96 µM. hit rate 0.073% among 340,000. AID 493087;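 active = activation above the mean of all tested compounds plus 3 SD, set per screening campaign, cut at about 17% in these data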
# Target sequence (P14735 whole entry, looked up): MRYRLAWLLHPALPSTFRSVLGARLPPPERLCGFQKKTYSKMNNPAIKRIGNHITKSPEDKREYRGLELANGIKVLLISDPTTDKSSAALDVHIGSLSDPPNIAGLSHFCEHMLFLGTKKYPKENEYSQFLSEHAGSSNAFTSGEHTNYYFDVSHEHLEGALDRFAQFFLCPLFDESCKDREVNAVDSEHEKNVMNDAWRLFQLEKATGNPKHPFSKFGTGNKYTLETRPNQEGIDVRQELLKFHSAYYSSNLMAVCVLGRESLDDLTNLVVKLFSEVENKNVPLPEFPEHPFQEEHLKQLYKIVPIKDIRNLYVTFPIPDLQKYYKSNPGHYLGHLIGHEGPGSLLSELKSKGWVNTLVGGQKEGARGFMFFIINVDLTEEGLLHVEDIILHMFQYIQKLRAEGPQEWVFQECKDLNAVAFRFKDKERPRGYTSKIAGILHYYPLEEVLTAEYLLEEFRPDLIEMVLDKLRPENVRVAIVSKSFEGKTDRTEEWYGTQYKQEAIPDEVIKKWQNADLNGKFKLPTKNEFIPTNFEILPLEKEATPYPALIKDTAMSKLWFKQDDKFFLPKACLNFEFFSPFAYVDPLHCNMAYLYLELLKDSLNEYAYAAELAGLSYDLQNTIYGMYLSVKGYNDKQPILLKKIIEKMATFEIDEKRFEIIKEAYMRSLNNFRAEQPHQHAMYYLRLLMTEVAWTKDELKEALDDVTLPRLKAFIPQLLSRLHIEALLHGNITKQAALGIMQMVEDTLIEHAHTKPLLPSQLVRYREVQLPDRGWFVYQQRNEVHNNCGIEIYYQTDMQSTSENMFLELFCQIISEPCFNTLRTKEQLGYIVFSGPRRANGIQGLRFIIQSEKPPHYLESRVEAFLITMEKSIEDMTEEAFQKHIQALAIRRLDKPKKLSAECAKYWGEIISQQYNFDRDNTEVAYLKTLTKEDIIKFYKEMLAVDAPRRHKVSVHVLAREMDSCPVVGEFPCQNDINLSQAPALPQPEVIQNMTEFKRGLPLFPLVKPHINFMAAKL
# IMP-1 inh – inhibitors of Pseudomonas aeruginosa IMP-1 metallo-beta-lactamase | purified IMP-1, nitrocefin hydrolysis, epi-absorbance fluorescence | inhibition, % at 5.6 µM | hit rate 0.45% among 290,000 | AID 1556;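 active = inhibition above the mean plus 3 SD of all compounds in the same screening run, cut at about 4.5% in these data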;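 note: 0% = IMP-1 with DMSO and 100% = DMSO wells lacking enzyme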
#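 Assay system: purified IMP-1; Quantity: IMP-1 0.2 nM before substrate addition; Medium: HEPES buffer pH 7.1 with ZnSO4 and Brij 35; Incubation: 15 min enzyme–compound preincubation, then 25 min nitrocefin reaction, 25 °C; Signal: fluorescence quenching readout, ex 480/em 530 nm; Controls: DMSO with and without IMP-1; Repeats: singlicate testing.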
# FID counter – counter-screen for HCV NS3 helicase inhibitors: DNA intercalator displacement | inhibition, % at 7.9 µM | DNA fluorescent intercalator displacement, fluorescence | hit rate 0.17% among 290,000; in the data active = inhibition above about 37%;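 note: 0% = vehicle and 100% = reference compound; higher means more ethidium bromide displaced from hairpin DNA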
# VIM-2 inh – blocks Pseudomonas aeruginosa VIM-2 metallo-beta-lactamase. purified VIM-2, nitrocefin hydrolysis, epi-absorbance fluorescence. inhibition, % at 5.6 µM. hit rate 0.89% among 290,000. AID 1527;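 active = inhibition above the mean of all tested compounds plus 3 SD, cutoff set per screening run, cut at about 7.5% in these data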;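 note: red hydrolysis product quenches plate fluorescence so inhibitors raise well fluorescence; 0% = enzyme with DMSO and 100% = DMSO without enzyme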
# NS3 helicase inh – inhibitors of Hepatitis C virus NS3 helicase; NS3 helicase DNA unwinding, Cy5 molecular beacon fluorescence; inhibition, % at 10.9 µM; hit rate 0.56% among 290,000;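 active = inhibition above the mean of all tested compounds plus 3 SD, set per campaign, cut at about 35% in these data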;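 note: 0% = DMSO wells and 100% = thioflavine S control wells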
#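 Control set: DMSO versus 110 µM thioflavine S; Material: NS3 helicase fragment of HCV; Measured by: Cy5 fluorescence at 0 and 60 min, beacon hairpin quenching; Read-out basis: percent inhibition from t60/t0 fluorescence ratio; Times: reaction time 60 min, 25 °C; Repeats: single replicate; Compound dosing: single dose, 10.9 µM nominal final, DMSO 0.8% final.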
# MEKK3 PB1 HTS – modulators (inhibitors or enhancers) of MEK5 binding to human MEKK3 PB1 domain. binding response (% of control), % at 10 µM. Q99759. AID 1529. bead-based flow cytometry, Alexa488-MEK5 binding to MEKK3; actives lie on both sides; 0 = blocked by unlabeled MEK5, 100 = vehicle. hit rate 1.4% among 290,000;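 active = binding response more than 3 SD above or below the average of its plate-row segment, actives on both sides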;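 note: Alexa488 bead fluorescence after subtracting the streptavidin-only scavenger bead signal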
# SUMO HTRF inh – SUMOylation inhibition | P63279 | HTRF SUMOylation assay, SAE1/SAE2 + UBC9, in vitro | inhibition, % at 35 µM | hit rate 0.36% among 290,000 | AID 2006; in the data active = inhibition above about 50%, passing the limit was not always enough; note: strong numbers were not always called active
# Starred values were filed as active, the others as inactive; x = no result given; [ ] = dose if it differs, or a comment. An excerpt, so the mix of outcomes need not match the whole.
(1) CC1=C(C(=O)N2CCc3ccccc32)C2(CCC(C)CC2)OC1=O (configuration not stated)
(2) COc1cccc(CNC(=O)Cc2ccc(NC3=NC4CS(=O)(=O)CC4S3)cc2)c1 (configuration not stated)
(3) Cc1ccc2c(Cl)cc(Cl)c(OCc3c(C)noc3C)c2n1
(4) O=C(CCCn1c(=O)[nH]c2cc(Cl)ccc2c1=O)NCCN1CCN(c2ccccc2)CC1
(5) CCc1nnc(NC(=O)NCN2C(=O)C3C4C=CC(C4)C3C2=O)s1 (configuration not stated)
(6) C=CCOC(=O)/C(=C\c1ccc(OC)cc1)NC(=O)c1ccco1
(7) COc1ccc(CNC(=O)COC(=O)CC2CCCC2)cc1
(8) CC1CN(CCC(=O)Nc2ccc3c(c2)OCO3)CC(C)O1 (configuration not stated)
screen / no.	1	2	3	4	5	6	7	8
pCIP destab	-4	-8	1	9	0	-17	-4	8
PHOSPHO1 block	13	23	-14	-8	28	43	9	9
IDE cell activ	6	-24	1	-1	0	0	-3	0
IMP-1 inh	-0.7	1.4	-2.4	0.1	-3.0	-2.0	-4.5	-2.3
FID counter	-31	-7	-5	-4	-14	-10	-8	-3
VIM-2 inh	2.9	2.6	-2.1	2.4	-0.6	-2.1	-2.3	-3.3
NS3 helicase inh	-9	15	-2	-13	10	-2	1	7
MEKK3 PB1 HTS	101	100	92	92	103	x	97	104
SUMO HTRF inh	3	13	14	5	7	17	-10	12

(9) COc1ccccc1CNC(=O)CSc1ccc(C)cc1
(10) COc1ccc(NC(=O)CSc2nnc(Cc3cccn3C)n2CCc2ccccc2)cc1OC
(11) COC(=O)C1CCN(S(=O)(=O)c2ccc(OC)cc2)CC1
(12) COc1ccc(N(C)S(=O)(=O)c2ccc3c(c2)oc(=O)n3C)cc1
(13) CCOC(=O)C1CCN(C(c2cc3ccc(C)cc3[nH]c2=O)c2nnnn2C2CCCCC2)CC1 (configuration not stated)
(14) CCCC1=C(C(=O)OCC)C(c2ccccc2OCC)NC(=O)N1C (configuration not stated)
(15) O=C(Oc1ccccc1C(=O)Oc1ccccc1)c1ccco1
(16) COc1ccc(CNc2nc3c(c(=O)[nH]c(=O)n3C)n2Cc2ccccc2)cc1
screen / no.	9	10	11	12	13	14	15	16
pCIP destab	-18	1	-4	-14	-8	-38	-4	6
PHOSPHO1 block	2	-10	19	14	92*	1	1	9
IDE cell activ	6	4	4	4	0	-8	11	3
IMP-1 inh	-2.4	-4.1	3.5	-2.1	-0.6	-2.0	-1.4	-2.2
FID counter	-7	-41	-8	-7	-6	-31	-18	-18
VIM-2 inh	-4.4	-1.8	-3.1	-0.6	-0.5	-2.2	1.6	-0.9
NS3 helicase inh	-7	11	-4	5	2	-2	-7	3
MEKK3 PB1 HTS	145*	103	103	91	99	97	101	104
SUMO HTRF inh	-14	-32	24	13	38	-4	-2	-7

# Full records, quoted from the list.
# CCCC1=C(C(=O)OCC)C(c2ccccc2OCC)NC(=O)N1C (configuration not stated) is entered as pCIP destab: -38; PHOSPHO1 block: 1; IDE cell activ: -8; IMP-1 inh: -2.0; FID counter: -31; VIM-2 inh: -2.2; NS3 helicase inh: -2; MEKK3 PB1 HTS: 97; SUMO HTRF inh: -4
# COc1ccc(NC(=O)CSc2nnc(Cc3cccn3C)n2CCc2ccccc2)cc1OC is entered as pCIP destab: 1; PHOSPHO1 block: -10; IDE cell activ: 4; IMP-1 inh: -4.1; FID counter: -41; VIM-2 inh: -1.8; NS3 helicase inh: 11; MEKK3 PB1 HTS: 103; SUMO HTRF inh: -32
# COc1ccccc1CNC(=O)CSc1ccc(C)cc1 is entered as pCIP destab: -18; PHOSPHO1 block: 2; IDE cell activ: 6; IMP-1 inh: -2.4; FID counter: -7; VIM-2 inh: -4.4; NS3 helicase inh: -7; MEKK3 PB1 HTS: 145*; SUMO HTRF inh: -14

# (further entries)
(17) O=C(Cc1ccc(Cl)cc1)Nc1ccc(C(=O)N2CCOCC2)cc1
(18) CC(C)(C)OC(=O)N1CCN(C(=O)c2cccnc2Cl)CC1
(19) O=C(Nc1ccc(S(=O)(=O)N2CCCCC2)cc1)C1CCCCC1
(20) O=C(N/N=C/c1ccc(O)c2ccccc12)c1cccnc1
(21) Cc1ccc(C)c(-n2cc[nH]c2=S)c1
(22) O=Cc1cn(CC(=O)Nc2ccccc2)c2ccccc12
(23) O=C(NCCC1=CCCCC1)C1CCN(C(=O)Cc2ccccc2)CC1
(24) CC(=O)Nc1nc(N)n(-c2ccccc2)n1
screen / no.	17	18	19	20	21	22	23	24
pCIP destab	11	0	-27	-7	6	-4	-13	2
PHOSPHO1 block	13	45	35	27	11	-8	20	-9
IDE cell activ	5	-3	6	3	-7	-1	6	6
IMP-1 inh	-3.8	-2.1	-3.7	-0.5	-4.5	2.1	-1.8	-4.5
FID counter	9	-3	-31	-3	1	-4	-17	2
VIM-2 inh	-3.0	-2.0	0.1	-2.0	-4.6	-1.4	-5.6	-2.6
NS3 helicase inh	-6	-4	-5	2	3	-14	2	-6
MEKK3 PB1 HTS	92	103	97	99	105	100	102	97
SUMO HTRF inh	-5	12	-6	-25	-1	15	5	5

(25) O=C(NCc1ccc(F)cc1)C1CCC(CNc2c(N3CCCCC3)c(=O)c2=O)CC1 (configuration not stated)
(26) O=C(CSc1ncnc2c1nnn2Cc1ccc(F)cc1)NC1CCCCC1
(27) O=C(NNC1=C(C(=O)C(F)(F)F)CCC1)c1ccccc1O
(28) COc1ccccc1-c1cc(C(=O)Nc2c(C)n(C)n(-c3ccccc3)c2=O)no1
(29) Cc1ccc(Cn2ncc3c(N4CCN(C5CCCC5)CC4)ncnc32)cc1
(30) Cc1nc(Oc2ccccc2)c2ccccc2n1
(31) CCCc1cc(C(=O)Nc2cccc(Cl)c2)no1
(32) O=C(CSc1ccc2ccccc2c1)NCCCN1CCCC1=O
screen / no.	25	26	27	28	29	30	31	32
pCIP destab	-3	-10	0	12	-4	-6	4	-1
PHOSPHO1 block	-159	34	20	27	44	-8	-10	28
IDE cell activ	1	7	6	3	5	-1	-1	0
IMP-1 inh	-1.8	-1.5	2.6	-2.9	-1.3	-0.7	-1.2	-1.9
FID counter	-28	-4	5	-19	-9	0	-2	-7
VIM-2 inh	-0.9	-2.0	-3.1	-2.4	-0.6	1.2	1.3	0.2
NS3 helicase inh	-3	12	8	-5	-8	-2	3	-9
MEKK3 PB1 HTS	96	101	102	96	97	93	95	95
SUMO HTRF inh	1	20	4	28	15	6	-13	-3

# Next part; it opens with the two that closed the last part.
(31) CCCc1cc(C(=O)Nc2cccc(Cl)c2)no1
(32) O=C(CSc1ccc2ccccc2c1)NCCCN1CCCC1=O
(33) COc1ccc(Cl)cc1NS(=O)(=O)c1cccc(C(=O)NCCCN2CCCC2=O)c1
(34) CCNC(=O)c1c(NC(=O)C2COc3ccccc3O2)sc2c1CCCC2 (configuration not stated)
(35) Cc1cccc(S(=O)(=O)c2c(C)cc(C)nc2Cl)c1
(36) COc1ccc2nc(C)cc(SCC(NC(C)=O)C(=O)OC(C)C)c2c1 (configuration not stated)
(37) Cc1c(C(=O)NNC(=S)NCc2ccc(Cl)cc2)oc2ccccc12
(38) COc1ccc(C2NC(=O)C(C#N)=C(S)N2c2cccc(C)c2)cc1OC (configuration not stated)
(39) COc1ccc(CCN2C(=O)NC(NC(C)=O)(C(F)(F)F)C2=O)cc1OC (configuration not stated)
(40) CC(=O)c1ccc(S(=O)(=O)NCCCC(=O)NCCc2ccccn2)cc1
screen / no.	31	32	33	34	35	36	37	38	39	40
pCIP destab	4	-1	-4	-12	-9	-11	-21	-17	-10	-9
PHOSPHO1 block	-10	28	53	13	12	16	-108	1	1	-11
IDE cell activ	-1	0	-5	4	1	5	1	6	2	7
IMP-1 inh	-1.2	-1.9	-3.0	-3.6	-1.4	-2.1	-3.0	-2.5	-0.1	-0.1
FID counter	-2	-7	-33	0	-4	-9	-30	-6	-4	-12
VIM-2 inh	1.3	0.2	-3.0	-1.8	-1.1	-1.5	-6.5	-4.8	2.0	-3.4
NS3 helicase inh	3	-9	-6	2	10	-12	8	4	-3	9
MEKK3 PB1 HTS	95	95	106	106	99	97	104	102	102	101
SUMO HTRF inh	-13	-3	-2	2	3	12	-95	11	9	11

(41) CCCc1nc2sc3ccccc3c(=O)c2c(=O)n1Cc1ccco1
(42) CCNC(=S)NNC(=O)c1csc(C)c1
(43) COc1ccccc1N1CCN(CC(O)COc2c(OC)cccc2OC)CC1 (configuration not stated)
(44) Oc1c(C=C2N=c3ccccc3=N2)sc(=S)n1C1CCCC1
(45) CC(C)Cn1c(CCC(=O)O)ccc1-c1cccs1
(46) CC(C)CNC(=S)NC(=O)c1ccc(F)cc1
(47) O=C1CC(c2ccccc2)n2nc(N3C(=O)c4ccccc4C3=O)nc2N1 (configuration not stated)
(48) CCOC(=O)c1c(C)[nH]c(C(=O)OC(C)C(=O)Nc2ccccc2OC)c1C (configuration not stated)
screen / no.	41	42	43	44	45	46	47	48
pCIP destab	6	3	1	4	-13	5	-2	-8
PHOSPHO1 block	32	2	18	4	-7	-9	-15	21
IDE cell activ	3	-2	6	-4	2	1	6	2
IMP-1 inh	1.5	-3.4	-3.2	-2.3	-1.2	1.1	-3.0	-2.1
FID counter	-13	-3	0	0	-16	-1	0	-24
VIM-2 inh	2.0	-3.0	-4.2	-2.4	-0.9	-2.2	-5.4	0.2
NS3 helicase inh	46*	-1	1	12	25	-9	2	-29
MEKK3 PB1 HTS	x	96	104	84	93	98	100	100
SUMO HTRF inh	-4	-22	4	-6	2	-13	-23	18

(49) CCC1(c2ccccc2)NC(=O)N(CC(=O)NCc2ccncc2)C1=O (configuration not stated)
(50) COc1ccc(/C=C2\N=C(c3ccccc3)N(c3ccc(C(=O)O)cc3)C2=O)cc1OC
(51) CN(CC(=O)NC1CCCCCC1)S(=O)(=O)c1ccccc1
(52) CN(C)c1ccc(/C=C/C=C2/SC(=S)N(c3ccccc3)C2=O)cc1
screen / no.	49	50	51	52
pCIP destab	3	-1	-1	-243
PHOSPHO1 block	26	24	10	40
IDE cell activ	0	7	6	-4
IMP-1 inh	-1.1	-3.7	-4.0	-0.6
FID counter	-2	-36	-11	-9
VIM-2 inh	0.8	-4.2	-3.5	-1.2
NS3 helicase inh	-5	23	-1	6
MEKK3 PB1 HTS	98	88	102	0.0*[inhibitor]
SUMO HTRF inh	-2	1	-5	4
